FEN1 inhibitor: blocks human flap endonuclease 1; P39748; Recombinant FEN1 flap cleavage, fluorescence, 15 min; Potency, µM (titrated, usually from 114 µM), for inactives: at the top dose activity change, negative = inhibition, most hits filed as inhibitors; actives 0.35% (n = 390,000); active means well fitted inhibition curve with a large enough effect; inconclusive means small, poorly fitted or top-dose-only effect; inactive means no such curve, though single readings can be large or run the other way; further: nearly all actives have a fitted effect of over 65% in size
Target sequence (P39748 whole entry, looked up): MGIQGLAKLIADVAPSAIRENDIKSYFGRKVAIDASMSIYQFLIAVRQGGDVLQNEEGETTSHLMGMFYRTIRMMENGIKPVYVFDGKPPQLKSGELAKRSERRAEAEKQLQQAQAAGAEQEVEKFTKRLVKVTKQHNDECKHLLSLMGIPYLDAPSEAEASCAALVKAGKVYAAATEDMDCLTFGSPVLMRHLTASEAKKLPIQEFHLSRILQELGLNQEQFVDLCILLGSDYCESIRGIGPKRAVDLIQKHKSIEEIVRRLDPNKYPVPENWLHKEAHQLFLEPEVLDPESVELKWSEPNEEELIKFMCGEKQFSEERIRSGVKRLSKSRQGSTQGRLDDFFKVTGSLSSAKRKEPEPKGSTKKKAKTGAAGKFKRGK
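Steps: FEN1 (10 nM) dispensed; compound added by pin tool; 15 min at room temperature; substrate added to 50 nM final; reads at 0 min and 15 min; data normalized and fitted (four-parameter Hill).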
The depositor's hits bear a star; ? = inconclusive; & = joins results of further samples. On the % scale 0 is the no-effect control and ±100 the full control effect; potency means the concentration at half of the fitted maximal effect. Not all compounds are listed (hit frequency here may not be typical).

SMILES | FEN1 inhibitor
Cc1ccc(Oc2c(C(F)(F)F)oc3c(CN4CCCCC4)c(O)ccc3c2=O)cc1 | -2.2%
O=C1C=C(N2CCN(c3ccccn3)CC2)C(=O)c2c(O)ccc(O)c21 | -6.2%
CC(C)(C)n1ncc2c(=O)n(Cc3cccc(C(F)(F)F)c3Cl)cnc21 | -23.2%
CCOC(=O)N1C2C=CC(C2)N1C(=O)OCC | 1.9%
C=CCOc1ccc(C(c2c(O)nc(SC)[nH]c2=O)c2c(O)nc(SC)[nH]c2=O)cc1 | -3.2%
Cc1cn(CC(=O)NCCN2CCOCC2)c(=O)[nH]c1=O | 12.6%
Oc1ccc(-c2csc(Nc3ccc4c(c3)OCO4)n2)c(O)c1 | -31.0%
C=C1CC2(CC(c3ccccc3)OC(c3ccccc3)C2)OC1=O (stereo not drawn) | -23.1%
CCOC(=O)c1c(C)nsc1NCc1ccccc1 | 9.1%
CC1CCc2sc3c(c2C1)c1ncnn1c(=O)n3CC(=O)c1ccc(Br)cc1 (stereo not drawn) | -1.1%
O=C(CCCCC(=O)OCC1COCO1)OCC1COCO1 (stereo not drawn) | -3.6%
O=C1CCC(c2ccccc2)c2ccccc21 (stereo not drawn) | -1.6%
COc1cccc(C(=O)NNC(=O)c2ccc3ccccc3c2O)c1 | -19.7%
CCCCNC(=O)c1onc(CSc2cccc(OC)c2)c1C(=O)NCCCC | -16.9%
CCOC(=O)N1C2c3ccccc3C(c3ccccc32)N1C(=O)OCC | 6.2%
COc1cccc(NS(=O)(=O)c2ccc3[nH]cc(C(=O)N(C)C4CCCCC4)c(=O)c3c2)c1 | 3.6%
O=C(NCCc1ccccc1)[C@@H]1CC=C[C@@H]2CCN(C3CC3)C(=O)[C@@H]21 | -10.0%
COc1cc(O)c(C(=O)CC(=O)c2ccncc2)c(OC)c1 | -25.8%
COc1cccc(CN(C)C(=O)Cn2cc(C)c(=O)[nH]c2=O)c1 | -1.2%
COc1ccccc1CN1[C@@H](CC(C)=O)c2cc(C(F)(F)F)ccc2S1(=O)=O | -15.7%
COc1cccc(-n2c(SCC(=O)N3CCOCC3)nc3c([nH]c4ccccc43)c2=O)c1 | -2.0%
C=CCn1cc(C(=O)NCCCOC)c(=O)c2cc(S(=O)(=O)N3CCC(C)CC3)ccc21 | 17.6%
Cc1cc(=O)oc2c(C)c(OC(=O)c3ccco3)ccc12 | -1.0%
COc1cc(NC(=O)N2c3ccccc3Sc3ccccc32)cc(OC)c1 | -2.7%
CCCC1(C2CCCC2)NC(=O)NC1=O (stereo not drawn) | 8.9%
CN(CC(=O)Nc1cccc(F)c1)CC(=O)Nc1cccc(S(=O)(=O)N(C)c2ccccc2)c1 | -3.9%
Cc1nn(C(=O)COc2ccc(Cl)cc2)c(C)c1Sc1ccccc1 | -1.4%
Cc1ccccc1NC(=O)CC(NCc1cccnc1)C(=O)O (stereo not drawn) | 14.1%
CSc1ncc(Sc2ccccc2)c(C(=O)O)n1 | -2.4%
O=C(CC(O)(c1ccccc1)c1ccccc1)Nc1ccccn1 | 13.2%
Cc1ccccc1CN1CCN(Cc2ccccc2C(F)(F)F)CC1 | -16.6%
O=C1NC(=O)C2(CCCCC2C2CCCCC2)N1 (stereo not drawn) | -0.8%
CC(C)COc1ccc(Nc2ncnc3ccc(Br)cc23)cc1 | -14.6%
O=C(O)CSc1nc2ccc(Br)cc2[nH]1 | -4.7%
Cc1ccc(CCNc2ncnc(Cl)c2N)cc1 | 8.9%
Cc1ccc(Sc2ccc(N)cc2C#N)cc1 | -14.6%

No new results follow: 7 of the compounds above.
SMILES | FEN1 inhibitor
CCCC1(C2CCCC2)NC(=O)NC1=O (stereo not drawn) | 8.9%
CN(CC(=O)Nc1cccc(F)c1)CC(=O)Nc1cccc(S(=O)(=O)N(C)c2ccccc2)c1 | -3.9%
Cc1nn(C(=O)COc2ccc(Cl)cc2)c(C)c1Sc1ccccc1 | -1.4%
Cc1ccccc1NC(=O)CC(NCc1cccnc1)C(=O)O (stereo not drawn) | 14.1%
CSc1ncc(Sc2ccccc2)c(C(=O)O)n1 | -2.4%
O=C(CC(O)(c1ccccc1)c1ccccc1)Nc1ccccn1 | 13.2%
Cc1ccccc1CN1CCN(Cc2ccccc2C(F)(F)F)CC1 | -16.6%

Going on with the list.
SMILES | FEN1 inhibitor
CCCc1nc(C)c2c(=O)[nH]c(-c3cc(S(=O)(=O)N4CCN(CC)CC4)ccc3OCC)nn12 | 20.6%
CCOc1cc2c(C#N)c(N3CCCC3)nc(N)c2c(N)n1 | 5.6%
O=C(C(c1ccccc1)C(O)(c1ccccc1)c1ccccc1)N1CCOCC1 (stereo not drawn) | -21.2%
O=[N+]([O-])c1ccc(N2CCOCC2)c([N+](=O)[O-])c1 | -7.0%
COC(=O)CCC(=O)N(CCN(Cc1ccccc1)C(=O)CCC(=O)OC)Cc1ccccc1 | 4.4%
O=C1C=C(O)c2c(O)cc(O)c(O)c2C1=O | 3.55µM*
CCC1(c2ccc(F)cc2)NC(=O)N(CC(=O)Nc2cccc(S(=O)(=O)N3CCCC3)c2)C1=O (stereo not drawn) | -1.5%
CN(C(=O)OC(C)(C)C)[C@H](Cc1ccccc1)C(=O)N[C@H]1CCCCNC1=O | 1.3%
CC12C=CC(=O)C=C1CCC1C2CCC2(C)C(C(=O)CO)CCC12 (stereo not drawn) | -8.8%
Cc1ccc(Sc2c(C)nn(C(=O)c3ccc(Br)cc3)c2C)cc1 | -13.4%
C=C(CCO)C1=CCN(S(=O)(=O)C(C)(C)C)[C@H]1CCO | 12.5%
Nc1ccc(C#Cc2ccc3sc4ccccc4c(=O)c3c2)cc1 | -4.2%
COc1cc2c(NC3CCN(C)CC3)nc(N3CCCN(C)CC3)nc2cc1OCCOCCN(C)C | 28.2µM*
O=C1Cc2cc(S(=O)(=O)Nc3ccc(N4CCOCC4)cc3)ccc2N1 | -4.7%
O=C(O)c1ccc2c(c1)[C@@H]1C=CC[C@@H]1[C@H](c1ccccn1)N2 | 31.6µM*
CC(C)(C)n1ncc2c(=O)n(Cc3ccccc3C(F)(F)F)cnc21 | 9.7%
O=C(O)c1cc(N2CCCCC2)nc2ccccc12 | -1.4%
Cc1ccc(C(=O)COC(=O)CCC(=O)Nc2ccc(Oc3ccccc3)cc2)cc1 | 6.2%
COCCNC(=O)c1onc(CSc2ccccn2)c1C(=O)NCCOC | 15.1%
COc1ccccc1C(NC(C)=O)c1c(O)ccc2ccc(O)cc12 (stereo not drawn) | -11.9%
COc1ccc(Br)cc1CNC(=O)C1CCC(=O)N1C(C)C (stereo not drawn) | -10.8%
CCN(c1ccccc1)c1nc(Cl)nc2c1cnn2C | -0.6%
CCOc1ccc2[nH]c(=O)c(CN(CCCN3CCOCC3)C(=O)Nc3ccc(F)cc3)cc2c1 | 2.1%
O=C(O)C1(Nc2ccc([N+](=O)[O-])cc2[N+](=O)[O-])CCCC1 | -5.0%

Laid out differently: entries from further up.
structure: Cc1ccc(C(=O)COC(=O)CCC(=O)Nc2ccc(Oc3ccccc3)cc2)cc1
  FEN1 inhibitor: 6.2%
structure: COCCNC(=O)c1onc(CSc2ccccn2)c1C(=O)NCCOC
  FEN1 inhibitor: 15.1%
structure: COc1ccccc1C(NC(C)=O)c1c(O)ccc2ccc(O)cc12 (stereo not drawn)
  FEN1 inhibitor: -11.9%
structure: COc1ccc(Br)cc1CNC(=O)C1CCC(=O)N1C(C)C (stereo not drawn)
  FEN1 inhibitor: -10.8%

Other compounds.
SMILES | FEN1 inhibitor
C=C(CN(C)C)C(=O)c1ccc2c(c1)OCO2 | -7.8%
COc1ccccc1NC(=O)COC(=O)CCC1CCCC1 | -5.4%
COc1ccc(NC(=O)Nc2c(O)ccc3ccccc23)cc1 | ?
COc1ccc(-c2ccc3c(c2)C2CC3CCN2CCC#N)cc1 (stereo not drawn) | 0.9%
Cc1cccc(OCCn2c(-c3ccc(Cl)cc3)nc3ccccc3c2=O)c1C | 4.5%
COC(=O)c1sc(NC(=O)COc2ccc(OC)cc2)nc1C | 2.2%
Nc1ccc2c(c1)C=C/C2=C\c1ccccc1 | ?
Cc1ccc(-c2ccc(CCC(=O)O)n2-c2ccc(C(C)C)cc2)cc1 | -9.5%
CN(C)/[N+]([O-])=N/Oc1ccc([N+](=O)[O-])cc1[N+](=O)[O-] | -3.2%
CCOC(=O)CC[C@H](NC(=O)Cn1cc(C)c(=O)[nH]c1=O)C(=O)OCC | -13.1%
CCOC(=O)C1(C(=O)OCC)CCN(S(=O)(=O)c2ccccc2)CC1 | 3.9%
COC1=CC(=O)OC(C)(c2ccccc2)C1 (stereo not drawn) | -2.2%
COc1ccc(C(=O)Oc2ccc(C(c3c(C)[nH][nH]c3=O)c3c(C)[nH][nH]c3=O)cc2)cc1 | -9.6%
O=C(CNC(=O)c1ccccc1Br)Nc1cccc(S(=O)(=O)Nc2ccccc2Cl)c1 | 18.0%
COc1ccc(NC(=O)Nc2ccc(O)c3ccccc23)cc1 | -16.9%
O=C(CSc1ccc(S(=O)(=O)N2CCCC2)cn1)Nc1ccc([N+](=O)[O-])cc1C(F)(F)F | -10.4%
ClCCn1cnc2c(SCc3ccccc3Cl)ncnc21 | -9.3%
COc1cccc(NC(=O)CN(C)C(=O)c2cc(-c3ccccc3)nc3ccc(C)cc23)c1 | -1.4%
COc1cc(C2Nc3ccccc3-c3nnc(SCc4ccc(Cl)cc4)nc3O2)ccc1OCC(=O)O (stereo not drawn) | 13.6%
CC(C)(C)C(=O)CSc1n[nH]c(-c2ccccc2)n1 | ?
CCCCCCCCCC[n+]1ccc(/C=C/c2c(C)[nH]c3ccccc23)cc1 | 79.4µM*
COc1ccc(NC(=O)CCCNC(=O)c2ccc(Cl)cc2)cc1S(=O)(=O)N1CCCCC1 | -7.4%
O=[N+]([O-])c1ccc(N/N=C/C=C/c2ccco2)cc1 | -0.7%
Cc1ccc(S(=O)(=O)N2CCC[C@H]2C(=O)NC2CCCCC2)cc1 | 0.8%
CC(C)Cn1cnc2c(SCc3ccccn3)nc(N)nc21 | -13.7%
CCCOc1ccc(NC(=O)C(=O)NCCCN2CCOCC2)cc1 | -4.5%
COC(=O)c1ccccc1NC(=O)c1cnn2c1NC(=C1CC1)C=C2C(F)F | -24.7%
CN(CCc1ccccc1)C(=O)c1cccc(NC(=O)Cc2cccc(NC(=O)C3CCN(C(=O)c4ccccc4)CC3)c2)c1 | 12.7%
Fc1ccc(CCNc2ncnc3[nH]ncc23)cc1 | 10.7%
CC(=O)c1cccc(OC(=O)Oc2cccc(C(C)=O)c2)c1 | 5.6%
Cn1c(=S)[nH]c2cc(C(=O)N3CCN(C(=O)c4ccccc4)CC3)ccc2c1=O | 15.1%
Cn1c(O)c(N=NC(=O)Cc2c[nH]c3ccccc23)c2ccccc21 | ?
Nc1ncnc2c1nc(Sc1ccc(Cl)cc1)n2[C@@H]1O[C@@H]2COP(=O)(O)O[C@H]2[C@H]1O | -1.9%
Cc1ccc(OC(=O)CCC(=O)Oc2ccc(C)cc2C)c(C)c1 | -20.8%
O=C([C@@H]1CC=C[C@@H]2CCN(C3CCCCC3)C(=O)[C@@H]21)N1CCN(c2ccccc2)CC1 | -1.8%&-1.6%
OCc1cccc[n+]1CCc1ccccc1 | 6.3%
CNc1cccnc1C=NNC(N)=S | -3.1%
Cc1cc(C)c2c(=N)c3ccccc3n(CCCCCCCCn3c4ccccc4c(=N)c4c(C)cc(C)nc43)c2n1 | 7.08µM*
COc1cc(OC)c(NC(=O)c2cc3ccccc3cc2O)cc1Cl | -22.6%
CCSc1cnnc2ccccc12 | -16.6%
CC(C)(C)OC(=O)N(CCc1ccccc1)Cc1ccc(OCc2cccc(NC(=O)/C=C/c3ccccc3)c2)cc1 | -4.5%
Cc1nc([N+](=O)[O-])cn1CC(=O)c1ccc2c(c1)OCCO2 | -4.8%
C=C1CC(Cn2cc(Br)c(=O)[nH]c2=O)(c2ccc(-c3ccccc3)cc2)OC1=O (stereo not drawn) | -1.4%
CCCCOP(=O)(OCCCC)C1(C)CC(=O)CC(C)(C)C1 (stereo not drawn) | -21.0%
COc1ccc(OC)c(NC(=O)c2cc3c(n(-c4ccc(Cl)cc4)c2=O)CC(C)(C)CC3=O)c1 | -6.0%
CCN(CC)S(=O)(=O)c1ccc(OC)c(NC(=O)c2cccc([N+](=O)[O-])c2C)c1 | 2.5%
CC(C)n1c(CNC(=O)c2ccccc2F)nnc1SCC(=O)c1ccc(F)cc1 | -2.9%
OCC[C@@H]1C[C@@H](O)[C@H](O)[C@]2(CCCO2)O1 | 0.4%
O=C(C[n+]1cc(Br)cc(Br)c1)c1ccc(I)cc1 | 15.7%
C=C1C=C(C(F)F)n2ncc(C(=O)NCc3ccc(Cl)cc3)c2N1 | -15.0%
COc1cc(C2c3cc4c(cc3OC(NNC(N)=O)C2C)OCO4)cc(OC)c1OC (stereo not drawn) | 0.6%
OCCN(CCO)c1ccc(/C=C/c2ccnc3ccccc23)cc1 | -17.7%
COc1ccc(Cn2c(C)nc3c(c2=O)c2nc4ccccc4nc2n3Cc2ccco2)cc1 | 39.8µM*
O=C(Cc1cccc2ccccc12)Nc1ccccc1 | 4.0%
Cc1cnc2c(C)cccc2c1/C=C/c1ccc(N(C)C)cc1 | -26.6%
CN(C)c1ccc(/C=C/c2cc[n+](C)c3ccc4ccccc4c23)cc1 | ?
N#CCCN1CCN(CCC#N)C1=S | 0.0%
CN1CC(c2ccccc2)Oc2ccccc2C1=S (stereo not drawn) | -0.8%
COc1cccc(C2C(C(=O)c3ccco3)=C(O)C(=O)N2CCCN2CCOCC2)c1OC (stereo not drawn) | 17.2%

Shown field by field: 3 of the compounds above
> N#CCCN1CCN(CCC#N)C1=S
- FEN1 inhibitor = 0.0%
> CN1CC(c2ccccc2)Oc2ccccc2C1=S (stereo not drawn)
- FEN1 inhibitor = -0.8%
> COc1cccc(C2C(C(=O)c3ccco3)=C(O)C(=O)N2CCCN2CCOCC2)c1OC (stereo not drawn)
- FEN1 inhibitor = 17.2%

Compound activity deposited in PubChem by National Center for Advancing Translational Sciences (NCATS).
